# Screening results as filed in PubChem.
# C diff HTS: C. difficile growth inhibition; Clostridium difficile clinical isolate growth, OD600, 24 h; hits give low values; growth activity, negative = inhibition, % at 16 µg/mL (by protocol); 0.25% of 86,000 active; AID 1259249;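 active means mean growth activity at or below -80% and every replicate also at or below -80%; inconclusive means mean at or below -80% but some replicate above -80%; inactive means mean growth activity above -80%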;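 further: 0% = DMSO wells and -100% = levofloxacin 16 µg/mL wells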
# KDM4C inh: KDM4C (human) demethylase inhibition; GST-KDM4C 2-372, H3K9me3 peptide, LANCE TR-FRET; inhibition, % at 12.5 µM; Q9H3R0; AID 720574; 0.15% of 96,000 active;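 active means mean replicate inhibition above about 25%, with at least 55% of replicates also reaching it, limit read from the data, passing the limit was not always enough; inconclusive means only one of those two conditions met; inactive means neither condition met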
# Target sequence (Q9H3R0 2-372 limits assumed): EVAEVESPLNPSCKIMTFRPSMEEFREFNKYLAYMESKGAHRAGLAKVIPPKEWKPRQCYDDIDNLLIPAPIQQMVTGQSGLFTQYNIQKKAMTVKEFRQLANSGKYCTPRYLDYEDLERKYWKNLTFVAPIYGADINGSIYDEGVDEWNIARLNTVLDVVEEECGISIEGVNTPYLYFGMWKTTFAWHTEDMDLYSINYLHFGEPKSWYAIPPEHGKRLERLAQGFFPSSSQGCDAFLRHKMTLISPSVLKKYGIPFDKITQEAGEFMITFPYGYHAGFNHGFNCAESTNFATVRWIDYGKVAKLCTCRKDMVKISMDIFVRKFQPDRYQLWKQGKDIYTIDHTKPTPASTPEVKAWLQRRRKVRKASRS
#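 Material: GST-tagged GASC-1 (JMJD2C) catalytic fragment, aa 2-372. Input: enzyme final amount 10 nM. Medium: HEPES buffer, pH 7.5, plus ascorbate. Reagent: H3K9me3 peptide substrate, Fe(II), 2-oxoglutarate. Doses: single dose. Times: reaction 30 min RT, detection step 1 h RT. Measured by: LANCE TR-FRET. Evaluation: Fall in 671/618 emission ratio as inhibition.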
# T cruzi growth: blocks T. cruzi growth in NIH3T3 culture; T. cruzi beta-gal in NIH3T3, GalScreen luminescence, 90 h; inhibition, % at 8.34 µM; 5.9% of 77,000 active;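 active means mean inhibition above about 93%, with at least 55% of replicates each passing it, limit read from the data, passing the limit was not always enough; inconclusive means only one of those two conditions holds; inactive means neither condition holds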
# Pf Dd2 growth: P. falciparum Dd2 growth inhibition. SYBR Green, 72 h; hits give low values. activity change, % at 10 µM. 2.3% of 94,000 active; in the data active means activity change below about -80%; inconclusive means no clear call, values can overlap the other calls
# An asterisk follows results filed as active; ? = inconclusive; · = no result given; & = joins results of further samples.
SMILES,C diff HTS,KDM4C inh,T cruzi growth,Pf Dd2 growth
O=C(Nc1ccccc1F)N[C@@H]1CC[C@@H](CCNC(=O)C2CCOCC2)O[C@H]1CO,-1,2.9,6,-8
CC=Cc1ccc2n(c1=O)C[C@H]1[C@H](CO)[C@@H](C(=O)NCCC)[C@@H]2N1C(=O)c1ccccc1 (mixture of isomers),-2,1.0,-19,4
CCCC#Cc1ccc([C@H]2[C@H](CO)N3C(=O)CN(C(=O)CN4CCOCC4)C[C@@H]23)cc1,0,-0.8,·,13
COCC(=O)N(C)C[C@H]1Oc2cc(C#Cc3ccccc3)ccc2S(=O)(=O)N([C@@H](C)CO)C[C@@H]1C,-14,-0.8,25,-76
C[C@@H]1CCCCO[C@@H](CN(C)Cc2ccccc2)[C@H](C)CN([C@@H](C)CO)C(=O)c2cc(NC(=O)CCCN(C)C)ccc2O1,1,3.4,59,20
Cc1ccc(S(=O)(=O)N(C)C[C@H]2Oc3ccc(NC(=O)c4ccncc4)cc3CC(=O)N([C@H](C)CO)C[C@H]2C)cc1,11,3.8,9,17
C[C@@H]1CN([C@@H](C)CO)C(=O)c2cc(NC(=O)C3CC3)ccc2O[C@@H]1CN(C)S(=O)(=O)c1cn(C)cn1,·,3.3,-13,29
CN1C(=O)c2cc(NC(=O)c3ccccc3)ccc2OC[C@@H]2O[C@@H](CC(=O)NC3CCCC3)CC[C@@H]21,0,-0.9,-12,1
COc1cccc(NC(=O)N(C)C[C@@H]2Oc3ncc(C#Cc4ccncc4)cc3C(=O)N([C@H](C)CO)C[C@@H]2C)c1,6,0.7,·,11
C[C@H](CO)N1C[C@H](C)[C@H](CN(C)S(=O)(=O)c2ccccc2)Oc2ccc(NC(=O)Nc3cccc4ccccc34)cc2CC1=O,-3,-2.1,52,-24
O=C(C[C@H]1C=C[C@H](NC(=O)Nc2ccc3c(c2)OCO3)[C@@H](CO)O1)NCCCN1CCOCC1,2,-2.5,·,9
COc1cccc(S(=O)(=O)N2C[C@H](O)COC[C@H]3O[C@@H](CC(=O)Nc4ccccc4)CC[C@@H]32)c1,10&1,-1.6,13,6
COc1cccc(C(=O)Nc2ccc3c(c2)OC[C@@H](C)N(C(=O)C2CCCC2)C[C@H](C)[C@@H](OC)CN(C)C3=O)c1,·,2.2,-10,·
COc1ccc(S(=O)(=O)Nc2cccc3c2O[C@H](CN(C)Cc2ccccc2)[C@@H](C)CN([C@@H](C)CO)C3=O)cc1,-6,1.1,23,29
C[C@@H]1CCCCO[C@H](CN(C)C(=O)NC2CCCCC2)[C@@H](C)CN([C@@H](C)CO)C(=O)c2cc(NC(=O)CCC(F)(F)F)ccc2O1,8,1.1,41,-26
COc1ccc2c3c(n(C)c2c1)[C@H](CO)N(C(=O)Nc1ccc(F)cc1)CC31CN(C(=O)Cc2ccncc2)C1,9,-0.6,·,-39
C[C@H]1CN([C@@H](C)CO)C(=O)Cc2cc(NC(=O)CCN3CCOCC3)ccc2O[C@@H]1CN(C)Cc1ccc(-c2ccccc2)cc1,-3,2.1,43,-29
CN(C)CCCNC(=O)C[C@H]1CC[C@H]2[C@@H](COC[C@@H](O)CN2CC2CCCC2)O1,8&-2,7.3,82,·
Cc1ccccc1-c1cnc2c(c1)C(=O)N([C@H](C)CO)C[C@@H](C)[C@@H](CN(C)C(=O)c1cccnc1)O2,4,-2.3,-84,·
CO[C@@H]1CN(C)C(=O)c2cc(NC(=O)c3cnccn3)ccc2OC[C@H](C)N(C(=O)C2CC2)C[C@@H]1C,1,1.2,15,-10
CCC(=O)Nc1ccc2c(c1)C(=O)N(C)C[C@H](OC)[C@@H](C)CN(Cc1cccc(F)c1)[C@@H](C)CO2,·,0.6,-1,6
COc1ccc(S(=O)(=O)Nc2ccc3c(c2)CC(=O)N([C@@H](C)CO)C[C@@H](C)[C@H](CN(C)C)O3)cc1,·,2.8,1,30
C[C@@H]1CCCCO[C@H](CN(C)C(=O)c2ccncc2)[C@H](C)CN([C@H](C)CO)C(=O)c2cc(NC(=O)NC3CCCCC3)ccc2O1,3,1.5,5,-20
COc1ccc(NC(=O)Nc2ccc3c(c2)C(=O)N([C@@H](C)CO)C[C@@H](C)[C@H](CN(C)CC2CCCCC2)OCCCC[C@H](C)O3)cc1,-1,-0.6,83,-77
CC(=O)N1CC2(C1)[C@@H](c1ccc(-c3cccc(C#N)c3)cc1)[C@@H](CO)N2CCC(F)(F)F,5,-0.2,·,-63

# Next section, overlapping the part above by three compounds.
SMILES,C diff HTS,KDM4C inh,T cruzi growth,Pf Dd2 growth
C[C@@H]1CCCCO[C@H](CN(C)C(=O)c2ccncc2)[C@H](C)CN([C@H](C)CO)C(=O)c2cc(NC(=O)NC3CCCCC3)ccc2O1,3,1.5,5,-20
COc1ccc(NC(=O)Nc2ccc3c(c2)C(=O)N([C@@H](C)CO)C[C@@H](C)[C@H](CN(C)CC2CCCCC2)OCCCC[C@H](C)O3)cc1,-1,-0.6,83,-77
CC(=O)N1CC2(C1)[C@@H](c1ccc(-c3cccc(C#N)c3)cc1)[C@@H](CO)N2CCC(F)(F)F,5,-0.2,·,-63
O=C(C[C@@H]1CC[C@H](NC(=O)c2ccc3c(c2)OCO3)[C@H](CO)O1)NCc1ccc(Oc2ccccc2)cc1,0,-0.9,-32,-9
C[C@@H]1CN([C@@H](C)CO)C(=O)c2cccc(NS(=O)(=O)c3cn(C)cn3)c2O[C@@H]1CN(C)Cc1ccc(Cl)c(Cl)c1,3,1.4,21,-8
O=C(O)c1ccccc1CN1C[C@H]2O[C@H](CNS(=O)(=O)c3ccc(Cl)cc3)CC[C@H]21,-1,·,·,25
C[C@H]1CCCCO[C@H](CN(C)S(=O)(=O)c2cn(C)cn2)[C@@H](C)CN([C@@H](C)CO)C(=O)c2cc(NS(=O)(=O)c3ccccc3)ccc2O1,4,·,-73,19
CC(C)C#Cc1ccc([C@@H]2[C@H]3CN(C(=O)C4CCCCC4)CC(=O)N3[C@H]2CO)cc1,49,3.0,·,-28
C[C@@H]1CN([C@@H](C)CO)C(=O)c2cc(NS(C)(=O)=O)ccc2O[C@@H]1CN(C)C(=O)Nc1ccccc1,0,-1.7,·,3
CCC(=O)N1C[C@@H](C)[C@@H](OC)CN(C)C(=O)c2cc(NC(=O)CC(F)(F)F)ccc2OC[C@@H]1C,-7,0.6,·,20
COc1ccc(S(=O)(=O)N(C)C[C@H]2Oc3ccc(NS(=O)(=O)c4ccc(Cl)cc4)cc3CC(=O)N([C@@H](C)CO)C[C@H]2C)cc1,14,16,77,-32
O=C(NCC1CCCCC1)[C@@H]1N[C@@H]2c3ccc(-c4ccccc4F)c(=O)n3C[C@@H]2[C@H]1CO,1,0.3,89,·
C[C@@H]1CN([C@@H](C)CO)S(=O)(=O)c2ccc(-c3cncnc3)cc2O[C@H]1CN(C)C(=O)c1ccc2c(c1)OCO2,1,8.1,-11,-17
COc1ccc(-c2ccc(C3[C@H]4CNC[C@@H]3N4Cc3cccc(OC)c3)cc2)cc1 (some centres not stated),14&-11,0.6&2.9,·,5&-69
C[C@@H]1CN([C@@H](C)CO)C(=O)c2c(c3ccccc3n2C)-c2ccccc2CO[C@H]1CN(C)Cc1ccc(C(=O)O)cc1,·,-0.5,-120,19
CC(C)CC#Cc1ccc2c(c1)O[C@H](CN(C)S(=O)(=O)c1cccc(F)c1)[C@@H](C)CN([C@H](C)CO)S2(=O)=O,7,6.5,119*,-63
CC(C)NC(=O)N1[C@H](CO)[C@H](c2ccccc2)C12CN(C(=O)Cc1cccnc1)C2,1,0.2,·,6
CO[C@H]1CN(C)C(=O)c2ccc(NS(=O)(=O)c3cccc(F)c3)cc2OC[C@H](C)N(C(=O)Cc2cccnc2)C[C@@H]1C,-15,-0.4,·,-25
CO[C@@H]1CN(C)C(=O)c2ccc(NC(=O)C3CCCC3)cc2OC[C@H](C)NC[C@@H]1C,·,0.7,-48,·
CCC(=O)Nc1ccc2c(c1)C(=O)N(C)C[C@@H](OC)[C@@H](C)CN(Cc1ccccc1)[C@@H](C)CO2,·,-0.4,-67,-4
C[C@H]1CCCCO[C@@H](CN(C)C(=O)NC2CCCCC2)[C@@H](C)CN([C@@H](C)CO)C(=O)c2cc(NS(=O)(=O)c3ccccc3)ccc2O1,5,-0.9,102*,-76
C[C@H](CO)N1C[C@H](C)[C@@H](CN(C)C(=O)Nc2cccc3ccccc23)Oc2ccc(NC(=O)Nc3ccc4c(c3)OCO4)cc2CC1=O,-1,-0.3,-10,-82*
C[C@H]1CN([C@@H](C)CO)C(=O)CCCn2nncc2CO[C@H]1CN(C)Cc1ccccc1C(=O)O,·,-1.2,-25,2
CCNC(=O)C[C@H]1CC[C@@H]2[C@@H](COc3ccc(NC(=O)Cc4ccccc4)cc3C(=O)N2C)O1,1,4.0,-10,-5
COc1ccc(NC(=O)N(C)C[C@H]2Oc3ccc(NC(=O)Nc4ccccc4)cc3C(=O)N([C@@H](C)CO)C[C@H]2C)cc1,3,1.8,-34,30
CC=Cc1ccc2n(c1=O)C[C@@H]1[C@@H](CO)[C@H](C(=O)NCc3ccccn3)[C@H]2N1C (mixture of isomers),7,-0.6,57,·
COc1ccccc1CNC(=O)C[C@H]1C[C@H]2c3cc(NC(=O)C4CCC4)ccc3O[C@H]2[C@@H](CO)O1,·,-1.1,63,-4
C[C@H](CO)N1C[C@H](C)[C@H](CN(C)S(C)(=O)=O)Oc2cc(Br)ccc2S1(=O)=O,-2,0.2,-5,24

# Arranged by number of heavy atoms (smallest number first): 3 of the compounds above
SMILES,C diff HTS,KDM4C inh,T cruzi growth,Pf Dd2 growth
O=C(O)c1ccccc1CN1C[C@H]2O[C@H](CNS(=O)(=O)c3ccc(Cl)cc3)CC[C@H]21,-1,·,·,25
CCC(=O)Nc1ccc2c(c1)C(=O)N(C)C[C@@H](OC)[C@@H](C)CN(Cc1ccccc1)[C@@H](C)CO2,·,-0.4,-67,-4
C[C@@H]1CN([C@@H](C)CO)C(=O)c2c(c3ccccc3n2C)-c2ccccc2CO[C@H]1CN(C)Cc1ccc(C(=O)O)cc1,·,-0.5,-120,19

# Going on with the list.
SMILES,C diff HTS,KDM4C inh,T cruzi growth,Pf Dd2 growth
COc1ccc(NC(=O)N(C)C[C@H]2OCCCC[C@@H](C)Oc3ccc(NS(=O)(=O)c4ccc(F)cc4)cc3C(=O)N([C@@H](C)CO)C[C@@H]2C)cc1,4,-1.5,32,-57
c1ncc(-c2ccc(C3[C@@H]4CN(Cc5ccc6c(c5)OCO6)C[C@H]3N4)cc2)cn1 (some centres not stated),-3&3,2.1,·,-32&-61
CN1C[C@@H]2[C@H](c3ccccc31)[C@@H](CO)N2C(=O)C1CCOCC1,15,-0.4,9,13
C[C@@H]1CCCCO[C@@H](CN(C)C(=O)Nc2ccc(F)cc2)[C@@H](C)CN([C@@H](C)CO)C(=O)c2cc(NC(=O)CCC(F)(F)F)ccc2O1,·,0.4,-53,-50
C[C@@H]1CCCCO[C@@H](CN(C)C(=O)CCCN(C)C)[C@@H](C)CN([C@H](C)CO)C(=O)c2cc(NS(=O)(=O)c3ccc(Cl)cc3)ccc2O1,1,3.9,4,49
CCCC(=O)Nc1ccc2c(c1)OC[C@@H](C)N(Cc1nccs1)C[C@@H](C)[C@H](OC)CN(C)C2=O,·,-1.0,46,-11
CO[C@H]1CN(C)C(=O)c2ccc(NS(=O)(=O)c3ccccc3)cc2OC[C@H](C)N(C(=O)NC(C)C)C[C@@H]1C,-3,-1.1,-58,8
Cc1noc(C)c1NC(=O)N(C)C[C@@H]1Oc2ncc(C#CCC(C)C)cc2C(=O)N([C@H](C)CO)C[C@H]1C,-1,-0.2,58,-12
C[C@H]1CN([C@@H](C)CO)C(=O)c2cc(NC(=O)C3CC3)ccc2O[C@@H]1CN(C)S(=O)(=O)c1ccc(F)cc1,-1,-0.6,30,-8
CO[C@H]1CN(C)C(=O)c2cc(NC(=O)Nc3ccccc3F)ccc2OC[C@@H](C)NC[C@H]1C,·,-0.4,-32,-2
C[C@H](CO)N1C[C@H](C)[C@@H](CN(C)Cc2ccc(Cl)c(Cl)c2)Oc2ccc(NC(=O)Nc3ccccc3)cc2C1=O,11,14,-138,0
Cc1noc(C)c1NC(=O)Nc1ccc2c(c1)C(=O)N([C@H](C)CO)C[C@@H](C)[C@H](CN(C)C(=O)Nc1ccc(C(F)(F)F)cc1)O2,1,2.9,31,12
O=C(C[C@@H]1CC[C@H]2[C@@H](COC[C@@H](O)CN2C(=O)Nc2cc(Cl)cc(Cl)c2)O1)N1CCCCC1,·,-0.1,91,3
C[C@H]1CN([C@@H](C)CO)C(=O)Cc2cc(NC(=O)CCCN(C)C)ccc2O[C@@H]1CN(C)C(=O)Nc1ccc2c(c1)OCO2,-5,4.0,?,-46
Cc1noc(C)c1S(=O)(=O)N(C)C[C@@H]1OCCCC[C@@H](C)Oc2ccc(NS(=O)(=O)c3ccc(Cl)cc3)cc2C(=O)N([C@@H](C)CO)C[C@@H]1C,-1,-1.3,65,-54
